Screening data (PubChem)
Yp Topo-I inh = Yersinia pestis topoisomerase I inhibitors, primary screen, biochemical, cleavage product accumulation, plate reader, single point; activity, % at 10 µM; AID 504884, 2011; Y. pestis Topo-I cleavage product accumulation; 360,000 tested, 0.064% active; DNA topoisomerase I (Yersinia pestis CO92); in the data active = activity above about 50%, passing the limit was not always enough; inconclusive = no clear call, values can overlap the other calls; also: inactives centre near 2
TcdB inh = TcdB glycohydrolase inhibitors, primary screen, biochemical, single point, plate reader; TcdB glycohydrolase enzymatic assay; inhibition, % at 9.99 µM; 350,000 tested, 0.24% active; in the data active = inhibition above about 10%
3CLpro inhibitor = SARS-CoV 3CLpro protease inhibitors, primary screen, biochemical, quenched FRET; recombinant SARS-CoV 3CLpro, quenched FRET peptide cleavage; 290,000 tested, 0.14% active; inhibition, % at 6 µM; Replicase polyprotein 1ab (Severe acute respiratory syndrome coronavirus), P0C6X7; in the data active = inhibition above about 12%
SSB-PriA inh = inhibitors of Klebsiella pneumoniae PriA binding to SSB C-terminal tail, primary screen, biochemical, AlphaScreen; AlphaScreen SSBct-PriA binding, biotinylated peptide; AID 1272365, 2023; inhibition, % at 33 µM; PriA–SSB C-terminal tail interaction (Klebsiella pneumoniae); 430,000 tested, 0.6% active; in the data active = inhibition mostly above about 37%, no sharp cut-off; inactive = mostly below about 20%;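 also: plate controls were negative control peptide for no effect and reference peptide for full effect; strong numbers were not always called active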
BH1578 lux ind = inducers of Vibrio cholerae quorum light production without autoinducers, primary screen, BH1578 luxS cqsA deficient, single point; V. cholerae BH1578 lux reporter, luminescence, 6 h; activation, % at 18.7 µM; 350,000 tested, 0.16% active; in the data active = activation mostly above about 9.7%, no sharp cut-off; inconclusive = no clear call, values can overlap the other calls; inactive = mostly below about 3.7%; also: not every result past the cut was called active; inactives centre near 0; reference of the scale not given here
PrPC surface inh = inhibitors of human cell surface prion protein PrPC, primary screen, cell-based, TR-FRET; Major prion protein (Homo sapiens), P04156; TR-FRET read-out; inhibition, % at 13.8 µM; 370,000 tested, 0.43% active; AID 720596, 2013; in the data active = inhibition above about 24%; also: 0% = median of the test wells and 100% = reference compound wells
Anthrax LF inh2 = Bacillus anthracis LF protease inhibitors, primary screen, biochemical, multiplex microsphere, MLPCN library | Lethal factor (Bacillus anthracis), P15917 | multiplex microsphere protease cleavage assay | inhibition, % at 10 µM | 360,000 tested, 0.12% active | AID 588501, 2011; also: plate controls were buffer without enzyme for full effect and enzyme alone for no effect
Target sequence (P15917 whole entry, looked up): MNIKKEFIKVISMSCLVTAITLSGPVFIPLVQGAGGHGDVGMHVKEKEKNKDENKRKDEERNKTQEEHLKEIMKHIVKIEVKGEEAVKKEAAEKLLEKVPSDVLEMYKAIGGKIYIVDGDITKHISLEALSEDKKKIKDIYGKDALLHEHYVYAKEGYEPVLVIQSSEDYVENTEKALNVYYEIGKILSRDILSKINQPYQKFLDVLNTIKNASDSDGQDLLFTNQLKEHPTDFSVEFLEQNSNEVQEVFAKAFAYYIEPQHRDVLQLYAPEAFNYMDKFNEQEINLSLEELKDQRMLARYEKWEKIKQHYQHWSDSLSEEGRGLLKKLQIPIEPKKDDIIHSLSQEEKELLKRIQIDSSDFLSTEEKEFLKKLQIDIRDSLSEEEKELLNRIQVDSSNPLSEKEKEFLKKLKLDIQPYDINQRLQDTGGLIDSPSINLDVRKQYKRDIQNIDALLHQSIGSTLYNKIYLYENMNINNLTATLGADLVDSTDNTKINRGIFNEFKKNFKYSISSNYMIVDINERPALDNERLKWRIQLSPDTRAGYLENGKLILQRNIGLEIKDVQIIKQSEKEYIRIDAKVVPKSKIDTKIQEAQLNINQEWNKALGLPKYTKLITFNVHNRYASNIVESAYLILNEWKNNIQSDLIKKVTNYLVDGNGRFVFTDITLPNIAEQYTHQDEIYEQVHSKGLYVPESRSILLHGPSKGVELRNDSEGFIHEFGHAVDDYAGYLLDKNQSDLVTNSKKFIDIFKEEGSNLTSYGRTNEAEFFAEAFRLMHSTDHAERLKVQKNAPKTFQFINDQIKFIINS
BoNT-A LC inh2 = BoNT/A light chain protease inhibitors, primary screen, biochemical, flow cytometry, MLPCN library | multiplex microsphere protease substrate cleavage | inhibition, % at 10 µM | 360,000 tested, 0.17% active; also: plate controls were buffer without enzyme for full effect and enzyme alone for no effect
PfHsp40 yeast = rescue of yeast from PfHsp40 toxicity, primary screen, S. cerevisiae, ATP luminescence; 340,000 tested, 0.68% active; S. cerevisiae expressing PfHsp40, growth rescue; growth rescue, % at 12.5 µM; in the data active = growth rescue above about 28%, passing the limit was not always enough; inconclusive = no clear call, values can overlap the other calls;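 also: yeast W303a lacking pdr1 and pdr3 grown in galactose medium; growth measured after three days at 30 °C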
Numbers without * were called inactive; i = inactive; ? = inconclusive; nt = not tested or not shown; & = joins results of further samples. Rule as the data show it, unless noted: active = inhibition above about 30%; inconclusive = no clear call, values can overlap the other calls; inactive = below that.

SMILES	Yp Topo-I inh	TcdB inh	3CLpro inhibitor	SSB-PriA inh	BH1578 lux ind	PrPC surface inh	Anthrax LF inh2	BoNT-A LC inh2	PfHsp40 yeast
NC(=O)C1(NC(=O)[C@@H]2CC3(CC(c4cccc(NC(=O)c5cc([N+](=O)[O-])cc([N+](=O)[O-])c5)c4)=NO3)CN2C(=O)c2ccccc2)CC1 (stereo partly specified)	12	0.0	0	11	5.9	-28	-2	-0.3	0.6
COc1ccc(S(=O)(=O)N2CCN(C(=O)Cc3cccs3)CC2)cc1	-1	-1.6	-1	-11	-0.2	3	-2	-0.5	0.1
CCNC(=O)c1c(O)c2cccc3c2n(c1=O)CC3	2	nt	1	-11	-2.1	2	2	-0.5	1.1
CCCc1c(C(=O)N/N=C/c2ccoc2)nnn1-c1nonc1N	3	-0.2	nt	nt	-0.3	-5	2	0.0	nt
Cc1ccc(C2=NN(C(=O)CN3C(=O)c4ccccc4S3(=O)=O)C(c3ccco3)C2)cc1 (stereo unspecified)	13	0.0	2	-4	i	-3	-2	-0.9	2.0
CCN1CCN(C(=O)CSCc2nc(-c3ccc(OC)c(OC)c3)oc2C)CC1	0	0.2	4	-14	-0.2	2	4	-0.2	0.1
CN1C(=O)c2ccc(C(=O)NC3CCCCC3)cc2C1=O	-3	nt	-6	-15	5.0	10	3	-0.5	-0.4
Cc1sc(NC(=O)CSc2nnc(-c3ccccc3)o2)c(C#N)c1C	14	nt	3	0	i	8	1	-0.6	-0.1
CCCC(=O)N1CCN(c2ccc(NC(=O)c3ccc(N4CCCC4)c([N+](=O)[O-])c3)cc2Cl)CC1	2	-0.3	nt	-9	-0.3	-1	-10	-1.0	-1.4
Cc1cc(C)n(C(=O)CNC(=O)C2COc3ccccc3O2)n1 (stereo unspecified)	0	nt	-10	5	nt	-1	5	-0.2	-0.7
CCOc1ccc(-c2nnc(NC(=O)c3ccc(OCC(C)C)c(OC)c3)o2)cc1	3	nt	0	-8	-0.2	1	-6	-1.0	1.4
CCOC(=O)N1CCN(S(=O)(=O)c2ccc(C(=O)Nc3sc4c(c3C#N)CC(C)(C)NC4(C)C)cc2)CC1	-2	-1.9	-2	-22&20&-18	-0.4	11	3	-2.3	-1.6
COc1ccc(C(C)=O)cc1COC(=O)c1ccc2c(c1)OCO2	5	nt	-2	2	-0.6	-3	-2	0.2	-0.4
C#CCOc1nc(C)cc(C)c1S(=O)(=O)c1ccccc1C	-4	2.6	-2	-3	nt	-4	0	-0.2	-1.1
CCOC(=O)c1ccc(NC(=O)N2CCN(Cc3cccc(F)c3)CC2)cc1	15	0.8	-3	-3	-0.3	nt	-2	0.1	1.2
Cc1cc(C)c2oc(-c3cccc(NC(=O)c4ccc(F)cc4)c3)nc2c1	1	nt	-4	-18	-4.2	0	0	-0.2	-1.3
COc1ccc(-c2cccc(C(=O)Nc3ccccc3C)c2)cc1	-5	0.6	-5	-2	i	2	-2	-0.5	-0.5
Cc1ccc2nc(SCC(=O)Nc3cccc(F)c3)nc(=O)n2c1	1	2.6	nt	-2	4.0	-2	-3	-1.7	2.3
O=C(N/N=C/c1c(F)cccc1Cl)C(=O)N1CCCCCC1	12	0.9	-1	nt	-0.2	3	0	2.2	0.7
O=C(Cn1cc(C(=O)c2ccco2)c2ccccc21)NC1CCCC1	-5	nt	1	-5	nt	4	-4	-5.3	0.7
Cc1cccc(S(=O)(=O)NC2CCCCCCC2)c1	13	4.1	2	-19	-0.1	-1	13	2.7	1.0
COc1ccc(NC(C)=O)cc1S(=O)(=O)Nc1ccccc1C(=O)NCCc1ccccc1	12	-0.3	-3	-9	i	9	0	0.2	-0.4
S=c1[nH]ccn1Cc1ccccc1	0	1.6	1	5	i	8	-5	-2.1	-0.1
Cc1cc(C)c(S(=O)(=O)Nc2ccncc2)cc1C	6	1.0	1	-12	i	-2	4	-2.6	0.1
O=C(Nc1ccc(Cc2ccc(NC(=O)C3CC3)cc2)cc1)C1CC1	6	0.0	2	-12	0.0	2	3	-0.2	-0.6
CS(=O)(=O)N(Cc1cccc(CN(C(C(=O)O)c2ccccc2)S(C)(=O)=O)c1)C(C(=O)O)c1ccccc1 (stereo unspecified)	-1	2.7	-3	-14	i	0	-7	-0.1	0.3
NCc1csc(Nc2ncccn2)n1	5	0.2	nt	nt	-0.2	3	-4	-0.1	nt
Cn1c(CCc2ccccc2)n[nH]c1=S	3	1.4	1	-13	-0.8	11	-4	0.0	0.1
COc1ccccc1-c1noc(-c2ccccc2C(=O)Nc2ccccc2)n1	36	nt	-2	-12	i	1	-1	1.2	-1.5
COC(=O)/C(C#N)=C/c1c(N2CCN(c3ccccc3)CC2)nc2ccccn2c1=O	32	0.0	-4	13	0.8	-15	-4	1.5	-1.0
CN1CCN(C(=S)C(=O)Nc2ccccc2)CC1	12	3.0	-5	-22	1.6	1	-3	-0.3	-1.1
COc1ccc(NS(=O)(=O)c2ccc(C)c(NC(=O)c3ccc(C)c(S(=O)(=O)N4CCOCC4)c3)c2)cc1	-4	0.9	1	4	i	15	0	-0.4	-0.6
COc1ccccc1OCCCCCc1c(C)n[nH]c1C	26	nt	1	0	-0.4	7	-1	1.5	0.4
O=c1[nH][nH]cc1C=Nc1cc(Cl)ccc1O	-11	0.0	2	14	i	-2	-1	-0.3	-0.4
CN(Cc1ccccn1)C(=O)C1CCC(=O)N(Cc2cccc(C(F)(F)F)c2)C1 (stereo unspecified)	-3	-0.3	2	-3	1.3	-4	-2	1.6	0.0
CC1CCN(c2nc3c(cc2C#N)COC(C)(C)C3)CC1	12	0.5	0	-34	-0.3	-12	-5	-0.4	0.5
O=C(CCCN1C(=O)C(c2ccccc2)Oc2cccnc21)NCCc1ccc(Cl)cc1 (stereo unspecified)	30	0.2	3	-8	-0.9	12	-1	0.8	0.5
CC(CC(=O)Nc1ccccc1C(F)(F)F)c1ccccc1 (stereo unspecified)	-2	0.4	2	-12	3.1	0	-2	-0.3	1.2
O=C(Cn1c(-c2cncs2)nc2ccccc21)NCc1ccccc1	-2	nt	4	-20	i	5	0	0.1	-1.1
COC(=O)C1=C(c2ccc(OC)c(OC)c2)C[C@@H]2CC[C@H]1N2C(=O)NCCOc1ccccc1	2	0.5	nt	0	-0.4	0	4	-0.3	0.1
c1ccn(CCc2ccncc2)c1	5	0.4	nt	-9	i	-2	-6	1.0	-0.2
CCOc1ccc(OCC(=O)OC(C)C(=O)NC2CCCC2)cc1 (stereo unspecified)	-4	2.4	nt	-7	-0.5	1	3	0.2	-0.5
CC(C)Sc1nc(N2CCOCC2)c2c(c1C#N)CC(C)(C)SC2	5	1.6	0	-13	i	3	-9	-0.1	2.8
COc1cccc(C(=O)Nc2cc(-c3cn4cccnc4n3)ccc2C)c1	1	-1.6	0	-5	-0.1	-8	-4	1.0	2.3
CC1(C)CC(=O)C(C=NCCN2CCN(C(=O)c3ccc(F)cc3)CC2)=C(O)C1	0	nt	-1	-12	-0.3	2	1	0.1	0.4
CCN(CC(=O)Nc1ccc(NC(C)=O)cc1)C(=O)c1cc(C)on1	-7	-1.0	nt	15	-2.0	6	?	?	-0.6
COc1ccc(NC(=O)Nc2ccc3c(c2)CCC3)c(OC)c1	-1	1.5	3	-12	i	9	5	-1.6	-1.5
O=C(NCCN1CCC(n2c(=O)[nH]c3ccccc32)CC1)c1ccccc1	nt	-0.1	nt	nt	nt	-9	0	-0.5	nt
CN(C)C1(CNC(=O)C2CCC(=O)N(CCc3ccc(Cl)cc3)C2)CCCCC1 (stereo unspecified)	2	-0.1	2	26	0.4	-7	2	-0.3	-2.4
COC(=O)c1c(NC(=O)COC(=O)c2ccc(NC(=O)CC#N)cc2)sc2c1CCCCC2	-6	0.4	2	-2	1.6	1	1	-1.1	0.8
O=C1CCC/C1=c1\s/c(=C/c2cccnc2)c(=O)n1-c1ccccc1	-3	1.4	nt	7	i	1	1	-0.1	-1.3
C[C@@H]1CC[C@H]2C(=O)N3[C@@H](CC[C@@H](C)[C@@H]3c3ccc(Br)cc3)C(=O)N2[C@H]1c1ccc(Br)cc1	13	-0.1	1	-3	-2.1	2	-6	-0.2	1.0
Cc1nnc(SCC(=O)N(C)C2CCCCC2)n1C	-6	0.3	nt	-2	-0.3	5	-10	0.1	-0.5
c1ccc2oc(-c3ccc(Nc4nc(N5CCOCC5)nc(N5CCOCC5)n4)cc3)nc2c1	7	0.1	nt	-10	i	3	0	0.1	-1.1
CCOC(=O)[C@]1(C#N)[C@@H]2C=CC(C(C)=O)=CN2[C@@H](C(N)=O)[C@@H]1c1ccsc1	-6	nt	2	0	i	21	3	1.3	-0.1
COc1nccnc1NS(=O)(=O)c1ccc(N=Cc2c(C)[nH]n(-c3ccccc3)c2=O)cc1	-10	0.2	-6	-4	2.4	-5	-6	-1.6	0.8
CN(C)c1ccc(-c2ccccc2)nn1	-1	nt	1	1	-0.5	-7	-3	0.0	-0.3

Filtered by structure: those above with a cyano group (7)
SMILES	Yp Topo-I inh	TcdB inh	3CLpro inhibitor	SSB-PriA inh	BH1578 lux ind	PrPC surface inh	Anthrax LF inh2	BoNT-A LC inh2	PfHsp40 yeast
Cc1sc(NC(=O)CSc2nnc(-c3ccccc3)o2)c(C#N)c1C	14	nt	3	0	i	8	1	-0.6	-0.1
CCOC(=O)N1CCN(S(=O)(=O)c2ccc(C(=O)Nc3sc4c(c3C#N)CC(C)(C)NC4(C)C)cc2)CC1	-2	-1.9	-2	-22&20&-18	-0.4	11	3	-2.3	-1.6
COC(=O)/C(C#N)=C/c1c(N2CCN(c3ccccc3)CC2)nc2ccccn2c1=O	32	0.0	-4	13	0.8	-15	-4	1.5	-1.0
CC1CCN(c2nc3c(cc2C#N)COC(C)(C)C3)CC1	12	0.5	0	-34	-0.3	-12	-5	-0.4	0.5
CC(C)Sc1nc(N2CCOCC2)c2c(c1C#N)CC(C)(C)SC2	5	1.6	0	-13	i	3	-9	-0.1	2.8
COC(=O)c1c(NC(=O)COC(=O)c2ccc(NC(=O)CC#N)cc2)sc2c1CCCCC2	-6	0.4	2	-2	1.6	1	1	-1.1	0.8
CCOC(=O)[C@]1(C#N)[C@@H]2C=CC(C(C)=O)=CN2[C@@H](C(N)=O)[C@@H]1c1ccsc1	-6	nt	2	0	i	21	3	1.3	-0.1

Some of the compounds tested. The share of hits here may be higher or lower than overall.
